FBW7 activator: human FBW7 E3 ligase activation, primary screen. 0.13% of 650,000 active. normalized activity (activation), % at 26.1 µM. Q969H0. AlphaScreen FBW7–phospho-cyclin E peptide binding, activator screen. AID 1259310; in the data active = normalized activity above about 1.9%;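 note: purified mutant Fbw7 with reduced substrate affinity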
Target sequence (Q969H0 whole entry, looked up): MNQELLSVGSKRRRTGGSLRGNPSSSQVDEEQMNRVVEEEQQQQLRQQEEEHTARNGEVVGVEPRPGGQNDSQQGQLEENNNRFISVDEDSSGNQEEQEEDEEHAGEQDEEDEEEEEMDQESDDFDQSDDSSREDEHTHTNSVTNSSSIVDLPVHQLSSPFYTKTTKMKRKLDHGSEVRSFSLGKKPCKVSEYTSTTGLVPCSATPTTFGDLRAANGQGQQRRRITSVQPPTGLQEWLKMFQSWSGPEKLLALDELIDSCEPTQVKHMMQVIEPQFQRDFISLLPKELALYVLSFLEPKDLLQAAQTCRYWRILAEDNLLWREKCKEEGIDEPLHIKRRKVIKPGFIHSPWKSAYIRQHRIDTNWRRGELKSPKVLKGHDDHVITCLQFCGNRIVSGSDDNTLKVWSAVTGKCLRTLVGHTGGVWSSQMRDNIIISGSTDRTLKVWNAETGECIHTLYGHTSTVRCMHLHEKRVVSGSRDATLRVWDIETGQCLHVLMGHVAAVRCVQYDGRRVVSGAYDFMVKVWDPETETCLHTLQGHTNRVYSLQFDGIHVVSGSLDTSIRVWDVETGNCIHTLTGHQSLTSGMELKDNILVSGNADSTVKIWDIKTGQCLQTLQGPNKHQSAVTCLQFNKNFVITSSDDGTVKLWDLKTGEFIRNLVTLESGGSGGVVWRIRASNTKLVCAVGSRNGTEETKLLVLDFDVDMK
GPR151 activ: activates the human receptor GPR151; activation, % at 11.2 µM; 1% of 650,000 active; AID 1508602; PathHunter beta-arrestin GPR151 cells, luminescence; in the data active = activation above about 4.9%;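 note: 0% = median of compound wells and 100% = cells with positive control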
Target sequence (Q8TDV0 whole entry, looked up): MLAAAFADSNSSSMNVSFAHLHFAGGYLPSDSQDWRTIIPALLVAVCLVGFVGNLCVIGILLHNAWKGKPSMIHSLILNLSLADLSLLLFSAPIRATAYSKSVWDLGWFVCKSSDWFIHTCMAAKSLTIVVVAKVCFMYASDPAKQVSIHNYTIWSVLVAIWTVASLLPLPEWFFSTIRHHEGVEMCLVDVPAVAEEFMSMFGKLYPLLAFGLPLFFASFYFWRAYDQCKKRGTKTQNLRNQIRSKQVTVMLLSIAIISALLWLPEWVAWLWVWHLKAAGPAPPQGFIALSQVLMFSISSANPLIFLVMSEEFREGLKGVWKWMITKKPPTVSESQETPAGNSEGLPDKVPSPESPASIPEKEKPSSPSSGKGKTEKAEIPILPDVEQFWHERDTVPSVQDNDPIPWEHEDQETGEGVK
TEAD-YAP inh: TEAD-YAP interaction inhibition | HEK-TIYL cells, TEAD-Gal4/YAP UAS-luciferase luminescence | 1.4% of 640,000 active | inhibition, % at 9.12 µM; in the data active = inhibition above about 32%;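 note: 0% = median of test compound wells and 100% = reference inhibitor wells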
MITF inh: blocks human microphthalmia-associated transcription factor; inhibition, % at 2.6 µM; AlphaScreen MITF homodimerization, bead proximity signal; 0.91% of 650,000 active; in the data active = inhibition above about 50%;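 note: 0% = vehicle wells with protein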
* = called active by the depositor; & = joins results of further samples.

SMILES	FBW7 activator	GPR151 activ	TEAD-YAP inh	MITF inh
CSc1nc2cc(S(=O)(=O)N3CCOCC3)ccc2s1	-0.2	-1.0	9.0	0.1
Cc1noc(C)c1/C=N/Nc1nc(Cl)c(Cl)cc1Cl	0.1	0.3	-9.3	11.3
O=C(CSc1ccccc1)Nc1cccc(O)c1	0.8	-0.7	-36.4	11.9
CN=C1c2c(C)c3cc(OC)ccc3n2CCN1C	-0.1	-0.5	-0.3	5.2
CCOC(=O)CNC(=O)/C(=C\c1ccc(F)cc1)NC(=O)c1ccco1	-0.1	0.0	5.8	5.6
Cn1nccc1Nc1nc(Nc2ccc(N3CCOCC3)cc2)c2ncn(CCN3CCCC3=O)c2n1	0.2	0.0	0.0	5.8
Cc1ccc(N(CC(=O)NCc2ccccc2C)S(C)(=O)=O)cc1Cl	-0.1	-1.6	3.8	-12.3
CC1=C(C(=O)OC2CCCC2)C(c2ccc(Br)cc2)NC(=O)N1 (configuration not stated)	0.0	-0.8	2.5	13.3
CCCCc1nc(SCC(=O)Nc2nc(C)c(C(=O)OCC)s2)n[nH]1	0.2	-0.1	7.7	16.1
CCCCN(c1ccccc1)S(=O)(=O)c1ccc2c(c1)oc(=O)n2C	0.0	0.4	-2.1	16.8
CCOC(=O)c1c(N)sc(C(=O)Nc2ccccc2F)c1C	0.1	-5.9	48.0*	-7.6
O=C(O)c1nn2c(c1Br)NC(c1cccs1)CC2C(F)(F)F (configuration not stated)	0.1	0.5	-2.3	6.7
Cn1cc(OCc2ccc(F)cc2)c(=O)cc1C(=O)N1CCN(c2ccc(F)cc2)CC1	0.0	-2.1	-0.8	11.8
O=C1CC(SC(=NCCO)Nc2ccccc2)C(=O)N1c1ccccc1F (configuration not stated)	-0.1	1.2	3.8	5.1
CCC(C)NC(=O)c1ccccc1-c1nc2ccccc2[nH]1 (configuration not stated)	-0.2	-0.4	4.4	-4.9
CN(C)c1ccc(NC(=O)Cn2c(-c3ccccc3F)nc3ccccc3c2=O)cc1	0.3	0.0	10.4	4.6
O=C(c1ccc(Cl)c(Cl)c1)N1CCN(c2ccc(F)cc2)CC1	0.0	0.0	-1.5	9.8
COc1ccc(-c2noc(CN3CCCC(OCc4ccccc4)C3)n2)c(OC)c1OC (configuration not stated)	0.4	-1.2	-7.8	4.8
CCOC(=O)C1=C(C)NC(C)=C(C(=O)OCC)C1	0.0&0.2	0.8&2.9	-4.8&8.2	-17.4&-0.4
c1ccc(C2CCCN2Cc2nc(-c3ccc4c(c3)OCO4)no2)nc1 (configuration not stated)	-0.1	-3.1	2.0	-2.2
COc1ccc(Oc2nc3ccccn3c(=O)c2/C=C(\C#N)C(N)=O)cc1	0.0	-6.3	-0.6	14.6
O=C1CC(C(=O)O)S/C(=N/N=C\c2ccco2)N1 (configuration not stated)	-0.4	0.3	1.9	9.2
S=c1nc(NC2CCCCC2)cn[nH]1	-0.1	1.3	-4.4	-5.9
O=C(NC1=NCCS1)c1cc(Cl)cc(Cl)c1	-0.1	0.3	-7.1	5.1
N[C@H](Cc1ccc(Br)cc1)C(=O)N1CCC(Nc2ccc3[nH]ncc3c2)CC1	-0.8	0.7	2.1	19.8
O=C(Nc1ccn(Cc2ccccc2F)n1)C1CCC1	0.1	2.2	-14.9	8.0
Cc1cc(NCCCN(C)C)c2ccccc2n1	0.0	-0.5	-7.0	-1.2
COc1ccc(CCn2c(=S)[nH]c3cc(C(=O)N4CCOCC4)ccc3c2=O)cc1OC	0.1	4.3	9.0	-20.1
CCOC(=O)/C(=N/OC)C1=NC(C)(C)Cc2ccccc21	-0.1	0.2	6.9	-11.9
O=C1CC(NNc2ccc([N+](=O)[O-])cc2)C(=O)N1c1ccc(O)cc1 (configuration not stated)	-0.2	0.2	8.1	-14.9
COc1ccc(NC(=O)c2ccc(Br)o2)cc1[N+](=O)[O-]	0.3	0.1	1.2	2.5
CC1=C(C(=O)Nc2ccc(Br)cn2)C(c2ccc(Br)cc2)C2=C(CC(C)(C)CC2=O)N1 (configuration not stated)	0.2	-0.8	1.1	5.9
CCCS(=O)(=O)c1ncc(Cl)c(C(=O)Nc2ccc(S(N)(=O)=O)cc2)n1	0.4	-3.9	-0.7	9.2
COc1ccc2ncc(S(=O)(=O)c3ccc(C)c(C)c3)c(N3CCOCC3)c2c1	-0.1	0.0	-1.9	4.3
O=C(Nc1ccc(Cl)c(Cl)c1)C1C2C=CC3(O2)C1C(=O)N(Cc1cccs1)C3C(=O)NC1CCCCC1 (configuration not stated)	0.1	-1.0	3.0	6.1
O=C(Cc1ccc(Br)cc1)Nc1nccs1	0.0	-0.5	-2.6	-24.7
CCOc1ccc(C(=O)N2CCCC(c3nc(C)ncc3-c3ccncc3)C2)o1 (configuration not stated)	0.8	0.1	-15.3	23.8
O=C(OCc1c(F)cccc1Cl)C1COc2ccccc2O1 (configuration not stated)	0.0	-1.6	5.5	-6.0
Cc1ccc2cc(C(=O)O)c(C)nc2c1	0.2	0.7	-5.9	9.8
C=CCOc1ccc(/C=C2/SC(N3CCN(C(C)=O)CC3)=NC2=O)cc1	-0.1	0.3	3.8	10.1
CC(=O)N(Cc1cc2ccc(C)c(C)c2n2nnnc12)C1CCCCC1	0.1	0.5	-0.5	17.1
CC(C)(C)C1CCc2c(sc3nc(CCC(=O)N4CCN(c5ccccn5)CC4)[nH]c(=O)c23)C1 (configuration not stated)	0.4	2.0	77.8*	-2.9
COc1cc(OC)cc(-n2nc(C(=O)Nc3ccccc3C(F)(F)F)c3ccccc3c2=O)c1	0.0	0.1	0.8	4.0
COc1ccc(OC(=O)COc2ccc(F)cc2)cc1	-0.1	2.4	15.0	12.8
CC(=O)CC(=O)Nc1ccc(OCc2ccccc2)cc1	0.0	-1.3	-15.2	1.9
CCc1ccccc1NC(=O)CN(C)S(=O)(=O)c1ccc2nc(-c3ccccc3)[nH]c2c1	-0.1	-0.1	4.1	-1.6
COc1ccccc1N1C(=O)c2ccccc2C1=O	0.0	-0.3	3.7	-9.1
CCCc1cc(=O)[nH]c(N/N=C/c2ccc(O)c([N+](=O)[O-])c2)n1	-0.1	2.2	6.0	7.1
CCOc1ccc(S(=O)(=O)NC(CC(=O)O)C(=O)O)cc1 (configuration not stated)	0.2	-0.3	-8.3	-21.4
Cc1cccc(N2CCN(S(=O)(=O)c3ccc4c(c3)oc(=O)n4C)CC2)c1C	-0.1	-0.5	6.8	5.3
N#CC(C#N)=Cc1ccc(NC(=O)c2ccccc2Cl)cc1	0.1	-0.4	-13.3	5.4
COc1ccc(NC(=O)c2cc(C)nc3ccccc23)cc1S(=O)(=O)N1CCOCC1	0.0	-1.0	9.4	8.1
Cc1ccc(OCc2nnc(NC(=O)c3ccccc3C)s2)c(C)c1	0.0	0.2	3.1	2.0
CCCn1cc(CN2CCN(CC=C(C)C)C(CCO)C2)c(C)n1 (configuration not stated)	0.0	-0.3	11.7	7.2
Cn1c(CN(Cc2ccccc2)Cc2ccccc2)c(-c2ccccc2)c2cc([N+](=O)[O-])ccc21	0.0	-1.0	-1.6	7.0
NS(=O)(=O)c1ccc(N2C(=O)C3CC=C(Cl)CC3C2=O)cc1 (configuration not stated)	0.2	-0.5	-2.5	9.2
O=C(Nc1ccc(OC(=O)c2cccc([N+](=O)[O-])c2)cc1)c1cccc([N+](=O)[O-])c1	0.0	0.8	16.2	0.7
Cc1ccccc1NC(=O)CSc1nnc(-c2c[nH]c3ccccc23)n1C	0.1	0.2	3.8	1.8
CCc1ccc(N/C(SCc2cccc([N+](=O)[O-])c2)=C(/C#N)C(N)=O)cc1	-0.1	-1.2	26.4	11.5
CC(C(=O)OCC(=O)NCc1ccco1)N1C(=O)c2ccccc2C1=O (configuration not stated)	0.1	-0.8	-1.7	-4.1
Continuation.
SMILES	FBW7 activator	GPR151 activ	TEAD-YAP inh	MITF inh
CC(NS(=O)(=O)c1ccc(Br)cc1)C(=O)Nc1cccc([N+](=O)[O-])c1 (configuration not stated)	-0.1	-1.5	12.8	9.3
CC1CCN(S(=O)(=O)c2ccc3[nH]cc(C(=O)O)c(=O)c3c2)CC1	-0.1	-1.2	5.7	0.7
COc1ccc(-c2csc(SCC(=O)N3CCN(c4ccccn4)CC3)n2)cc1	-0.1	-0.3	-4.4	-2.3
CCCc1cc(=O)[nH]c(SCCOc2ccc(Cl)cc2)n1	-0.1	-0.6	2.7	-0.8
O=C(CSc1nc2ccccc2c(=O)n1CCn1c(SCC(=O)N2CCCC2)nc2ccccc2c1=O)N1CCCC1	0.2	2.6	-5.3	-1.4
O=C(CNC(=O)c1cccc(F)c1)OCC(=O)c1ccccc1	0.1	-1.6	-7.4	1.8
Cc1cc(S(=O)(=O)O)c(N)cc1S(=O)(=O)O	-0.1	-0.7	-0.6	13.8
O=C(Nc1cccc(-c2nc3cc(NC(=O)C4CCCCC4)ccc3o2)c1)C1CCCCC1	1.0	-0.9	-5.2	5.0
CC1CCc2sc(NC(=O)c3cc(Cl)cc(Cl)c3)c(C#N)c2C1 (configuration not stated)	0.0	-1.0	-12.3	10.3
COc1ccc(-n2c(=O)c3c4c(sc3n3c(SCC(=O)c5ccc(Br)cc5)nnc23)CCCC4)cc1	0.0	0.4	-3.7	3.4
CCC(C)N1C(=O)CN(C2CCCC2)C(=O)C1c1ccc(C)cc1 (configuration not stated)	0.0	1.3	1.3	1.5
CC1(C)[C@H]2CC=C(CN3CCc4c(cccc4NC(=O)c4ccncc4)C3)[C@@H]1C2	0.3	0.3	-1.8	17.5
O=C(N/N=C/c1ccccc1I)c1ccncc1	0.7	-0.6	15.0	19.9
CC(C)C(NC(=O)c1ccccc1)C(=O)NCc1cccnc1 (configuration not stated)	0.7	0.3	-3.5	18.0
Cc1ccc(C(=O)NCC#N)cc1[N+](=O)[O-]	0.1	-0.5	3.4	-3.3

The closing two entries of the part above are carried over, then new ones follow:
SMILES	FBW7 activator	GPR151 activ	TEAD-YAP inh	MITF inh
CC(C)C(NC(=O)c1ccccc1)C(=O)NCc1cccnc1 (configuration not stated)	0.7	0.3	-3.5	18.0
Cc1ccc(C(=O)NCC#N)cc1[N+](=O)[O-]	0.1	-0.5	3.4	-3.3
O=C(/C=C/c1ccccc1[N+](=O)[O-])NCCc1ccccc1	-0.2	0.7	-40.3	6.6
Cc1ccc(OCc2nnc(SCC(=O)N3CCC(C)CC3)n2C)cc1	0.1	0.1	4.0	0.0
O=[N+]([O-])c1ccc(N2CCCC2)c(F)c1	-0.1	-1.5	-3.2	-4.5
O=C1CSC(=O)N1c1ccc(Cl)c(Cl)c1	-0.1	-0.1	0.3	-3.6
O=C(CC1Sc2ccccc2NC1=O)OC(C(=O)NCc1ccccc1)c1ccccn1 (configuration not stated)	-0.2	0.6	0.6	0.2
CCN(CC)S(=O)(=O)c1ccc(C(=O)Nc2sc3c(c2C#N)CCC3)cc1	-0.1	1.7	1.5	0.4
COc1cccc(NC(=O)CN(C)S(=O)(=O)c2ccc3c(c2)n(C)c(=O)c(=O)n3C)c1	0.0	-1.1	-6.0	22.0
Fc1ccc(C2=CC(c3ccc(Cl)cc3)n3c(nc4ccccc43)N2)cc1 (configuration not stated)	-0.3	1.1	-13.4	-11.8
O=C(/C=C/c1ccc(Br)cc1)Nn1c(-c2cccc([N+](=O)[O-])c2)nc2ccccc2c1=O	0.0	0.2	-1.7	-7.3
CCc1nc2sccn2c(=O)c1C(=O)Nc1ccccc1C(F)(F)F	-0.2	0.3	7.8	5.8
COc1ccc2ccccc2c1/C=C1/N=C(c2ccc(C)c([N+](=O)[O-])c2)OC1=O	-0.1	0.7	-6.0	3.4
Cc1ccc(O)c(N/C=C2/CCCC2=O)c1	0.3	1.2	-15.1	3.8
Cc1ccc(C(NC(N)=O)c2ccccc2C)cc1 (configuration not stated)	0.1	3.3	-3.2	-0.5
N#C/C(=C/c1ccco1)c1ccc(C#N)cc1	0.5	-1.2	-36.9	14.6
Cc1ccc(NC(=O)CCc2nnc3ccc(N4CCN(C)CC4)nn23)nc1	0.0	1.8	-3.8	-6.7

6 entries already listed, sorted by formula weight, smallest number first:
SMILES	FBW7 activator	GPR151 activ	TEAD-YAP inh	MITF inh
Cc1ccc(O)c(N/C=C2/CCCC2=O)c1	0.3	1.2	-15.1	3.8
O=C1CSC(=O)N1c1ccc(Cl)c(Cl)c1	-0.1	-0.1	0.3	-3.6
O=C(/C=C/c1ccccc1[N+](=O)[O-])NCCc1ccccc1	-0.2	0.7	-40.3	6.6
Fc1ccc(C2=CC(c3ccc(Cl)cc3)n3c(nc4ccccc43)N2)cc1 (configuration not stated)	-0.3	1.1	-13.4	-11.8
COc1cccc(NC(=O)CN(C)S(=O)(=O)c2ccc3c(c2)n(C)c(=O)c(=O)n3C)c1	0.0	-1.1	-6.0	22.0
O=C(CC1Sc2ccccc2NC1=O)OC(C(=O)NCc1ccccc1)c1ccccn1 (configuration not stated)	-0.2	0.6	0.6	0.2

(listing goes on)
SMILES	FBW7 activator	GPR151 activ	TEAD-YAP inh	MITF inh
C(=C\c1nc(-c2cccnc2)no1)/c1ccccc1	1.0	-2.5	-62.5	17.1
Cc1cc(Nc2ccccc2C(F)(F)F)n2ncnc2n1	-0.1	-0.1	-2.3	6.4
O=C(O)c1cc(Nc2ccnc3cc(Cl)ccc23)ccc1O	0.2	2.7	-1.0	17.6
Cc1cc(C)c2sc(N(Cc3ccccn3)C(=O)CSCc3ccccc3)nc2c1	0.0	1.0	-5.5	2.9
c1ccc(CN2CCN(Cc3ccccc3)C2c2cccc3ccccc23)cc1	0.2	-0.5	5.0	-4.4
COCC1CCN(C(=O)CC2C(=O)NCCN2Cc2cccc(F)c2)CC1 (configuration not stated)	0.0	-1.1	2.2	2.7
Cc1ccc(C)n1-n1cnc2scc(-c3ccc(F)cc3)c2c1=O	0.0	3.4	-4.3	26.1
CCOc1ccc(-c2nc(S(=O)(=O)c3ccccc3)c(NCc3cccnc3)o2)cc1	0.1	-0.8	12.7	10.7
OCCC1CN(Cc2nc3c(s2)CCCC3)CCN1CCc1ccccc1 (configuration not stated)	0.1	1.3	7.3	13.4
CCN(C(=O)CC(C)C)c1nnc(-c2ccncc2)s1	0.9	-0.7	13.3	10.1
